KKLEB tox – counter-screen for CF NF-kB inhibitors: cytotoxicity | actives 0.36% (n = 360,000) | KKLEB CF airway cells viability, ATPlite luminescence, overnight; active compounds read low; cells stimulated with P. aeruginosa culture filtrate | activity change (cytotoxicity), % at 5 µM;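 active = corrected activity change at or below -50% at 5 µM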
NR2E3 ag-1 – NR2E3 (human) agonism. Q9Y5X4. GST-NR2E3/biotin-RetCOR TR-FRET, 1536-well. inhibition of corepressor binding, % at 4.78 µM. actives 0.12% (n = 320,000). AID 2300;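 active = percent inhibition above the cutoff of mean plus 3 SD of all tested compounds, set per screening campaign, cut at about 20% in these data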;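 also: 0% = DMSO wells and 100% = biotin wells as full block of FRET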
Target sequence (Q9Y5X4 whole entry, looked up): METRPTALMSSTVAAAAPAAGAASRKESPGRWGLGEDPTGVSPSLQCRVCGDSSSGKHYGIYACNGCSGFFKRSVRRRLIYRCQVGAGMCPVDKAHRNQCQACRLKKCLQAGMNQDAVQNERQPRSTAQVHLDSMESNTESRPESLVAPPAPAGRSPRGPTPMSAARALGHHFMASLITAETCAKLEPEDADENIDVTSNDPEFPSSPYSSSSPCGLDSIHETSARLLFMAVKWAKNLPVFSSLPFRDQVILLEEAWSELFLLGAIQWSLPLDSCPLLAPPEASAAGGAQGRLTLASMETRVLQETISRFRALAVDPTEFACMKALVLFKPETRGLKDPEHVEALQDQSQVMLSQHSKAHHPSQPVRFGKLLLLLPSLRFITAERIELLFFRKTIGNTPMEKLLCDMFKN
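System: GST-tagged NR2E3 plus biotinylated RetCOR corepressor; Buffer or medium: pH 7.5 Tris-based buffer; Probe or stimulus: RetCOR corepressor, biotinylated, 7 nM; Doses: compound at 4.8 µM, single dose; Schedule: 5 h incubation at 4 °C; Technique: time-resolved FRET; Evaluation: percent inhibition of TR-FRET ratio; Replication: one well per compound, singlicate testing.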
aDG glyco act – alpha-DG glycosylation activation. AID 624168. Pro5-aDG cells, alpha-DG glycosylation AlphaScreen (IIH6); 0% Pro5, 100% B10-LARGE cell signal. activation, % at 10 µM. actives 0.22% (n = 360,000);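 active = activation of at least 8% versus controls, or a plate z-score of at least 8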;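 also: Pro5 are CHO cells carrying HIG-tagged alpha-DG that lacks glycosylation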
HIF-2a inh – inhibitors of HIF-2a; 786-0 RCC cells HIF-2a reporter, luciferase luminescence, overnight; inhibition, % at 18.8 µM; actives 0.72% (n = 360,000); AID 624352;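 active = inhibition of the luminescence signal of 40% or more relative to plate controls, in a single-dose primary screen at 18.75 µM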
CF NFkB inh – inhibitors of cystic fibrosis induced NF-kB; KKLEB NF-kB-GFP reporter, PAF-induced, GFP fluorescence overnight; inhibition, % at 5 µM; actives 0.86% (n = 360,000); AID 588850;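 active = at least 50% inhibition at 5 µM, scaled per plate between neutral and stimulator controls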;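 also: PAF is a Pseudomonas aeruginosa culture filtrate used as stimulus; plate controls were PAF-stimulated DMSO wells for no effect and unstimulated DMSO wells for full effect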
Peg3 prom inh – reduces Peg3 promoter-driven luciferase expression in HeLa; HeLa PEG-Prom luciferase reporter, luminescence, overnight; inhibition, % at 20 µM; actives 1.7% (n = 360,000); AID 588405;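 active = inhibition of at least 50% at 20 µM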
TWEAK Fn14 block – TWEAK-Fn14 signaling inhibition; TWEAK-stimulated Fn14 reporter cells, luciferase luminescence, 8 h; inhibition, % at 10 µM; actives 2% (n = 360,000); AID 1159606; in the data active = inhibition above about 50%
iPSC survival up – hiPSC single-cell survival enhancement | ATPlite luminescence; 100% = ROCK inhibitor wells, 0% = DMSO | survival enhancement, % at 20 µM | actives 0.044% (n = 360,000) | AID 602274; in the data active = survival enhancement above about 18%;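 also: cells exposed to compounds for 16 hours before the ATP read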
Shn3 inh set2 – inhibitors of Schnurri-3 3'UTR reporter in osteoblasts. Clone20 osteoblast Shn3 3'UTR firefly luciferase, 24 h. inhibition, % at 12.5 µM. actives 0.52% (n = 360,000). AID 588674;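 active = mean inhibition of at least 75% with every replicate also reaching 75%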;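 also: 0% = median of neutral control wells and 100% = pilot-screen positive control compound; some compounds past the cut are filed as inactive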
NR2E3 ag-2 – agonists of human NR2E3 nuclear receptor; CHO-S Gal4-NCOR/VP16-NR2E3 two-hybrid, luciferase; actives 0.35% (n = 360,000); inhibition of corepressor binding, % at 3.98 µM; AID 602229;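 active = inhibition above the mean of all tested compounds plus 3 SD, cut at about 70% in these data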;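 also: 0% = DMSO with NR2E3 transfected cells and 100% = cells lacking NR2E3 construct; higher means lower luciferase signal from less NR2E3 corepressor binding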
TRPM1 prom inh – MITF TRPM1 promoter inhibition in SK-MEL-5 cells | SK-MEL-5 TRPM1 promoter luciferase, 24 h | actives 0.83% (n = 330,000) | AID 488899 | inhibition, % at 12.5 µM;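 active = mean inhibition across replicates of 60% or more, whatever share of single replicates reaches that level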; also: values of inactives mirror those of a sister screen read the other way
Numbers without * were called inactive; . = no result given; & = joins results of further samples.

No.	Molecule	KKLEB tox	NR2E3 ag-1	aDG glyco act	HIF-2a inh	CF NFkB inh	Peg3 prom inh	TWEAK Fn14 block	iPSC survival up	Shn3 inh set2	NR2E3 ag-2	TRPM1 prom inh
1	CCOC(=O)C1=C(C)N=c2sc(=Cc3ccc(OCC(=O)O)cc3)c(=O)n2C1c1ccc(SC)cc1 (stereo not drawn)	-15	.	-0.5	-4	41	0	4	2.2	-5	-40	.
2	COCCNC(=O)/C(C#N)=C/c1c(F)cccc1Cl	-2	2	1.2	14	-2	-8	-10	-0.6	3	-22	1
3	C[C@@H]1CC[C@@]2(O[C@H](CCO)C[C@@H](O)[C@@H]2O)O1	-1	-2	0.1	-9	4	-19	1	-1.1	-1	-11	1
4	CN(Cc1cccc(F)c1)C(=O)CN1CCN(S(=O)(=O)c2ccc3c(c2)OCCCO3)CC1	-10	7	0.0	-3	-6	-10	11	-0.1	-7	29	-9
5	O=C(COC(=O)CCN=C1NS(=O)(=O)c2ccccc21)NNC(=O)c1ccc(Cl)cc1	-2	0	-0.2	4	3	9	1	0.0	-11	0	-5
6	CC1CN(C(=O)/C=C/c2ccccc2[N+](=O)[O-])CC(C)O1 (stereo not drawn)	-2	2	-0.3	-6	-7	10	2	-0.2	14	-19	-1
7	Cc1ccc(C)c(C(O)c2ncc(-c3ccccc3)[nH]2)c1 (stereo not drawn)	2	.	-0.3	-6	-8	7	7	-0.9	-14	14	.
8	Cn1nnnc1SCSc1nnnn1C	10	0	-0.1	-12	0	6	6	1.9	11	-14	4
9	COc1ccccc1NC(=O)c1cc(Cl)nc2ccccc12	-5	-2	0.1	2	-26	32	-9	-0.5	18	-2	23
10	Cc1ccc(NC(=O)C2(c3cccs3)CCOCC2)cc1C	16	0	-0.2	13	4	5	5	0.6	2	-3	-20
11	C=CCn1c(=S)[nH]c2nc3c(cc2c1=O)COC(C)(C)C3	-2	3	0.5	-1	2	-12	1	2.2	-13	-7	-10
12	CN(Cc1ccccc1)C(=O)C1(C)CCN1C(=O)Cc1ccc(Cl)cc1Cl (stereo not drawn)	6	.	0.0	19	-11	15	10	1.4	-10	2	.
13	Cc1ccc(NC(=O)CN2C(=O)S/C(=C\c3cccn3-c3cccc(C(=O)O)c3)C2=O)c(C)c1	6	5	-0.1	7	5	-15	4	10	2	-5	-7
14	C[C@H](NC(=O)/C=C/[C@H]1O[C@@H](n2ccc(=O)[nH]c2=O)[C@H](O)[C@@H]1O)C(=O)O	17	.	0.3	14	-17	23	7	0.9	-8	-2	.
15	CCOc1cccc(C(=O)NC(=S)Nc2cccnc2)c1	-5	1	-0.1	-98	31	-128	-27	-1.6	-12	-16	-6
16	COc1ccc(Cc2nnc(SCC(=O)c3ccc4c(c3)OCO4)o2)cc1	-20	2	-0.2	-18	4	-22	4	1.0	10	-28	-3
17	O=C1C=CC2(C=C1)O[C@H](Cc1ccccc1)[C@@H](Cc1ccccc1)O2	-98*	.	-0.5	92*	96*	108*	107*	-1.8	97*	100*	97*
18	CCOC(=O)CSc1nc(=O)n2ccccc2n1	9	3	0.1	7	-3	-20	-4	-0.7	-3	34	-2
19	CCOC(=O)C1=C(C)NC(C)=C(C(=O)OCC)C1C(=O)OCC(=O)N1c2ccccc2CC1C (stereo not drawn)	5&3	0	-0.2&0.0	14&19	1&-4	9&16	0&1	-1.3&-0.8	24&2	-27&-7	-1&11
20	CCOC(=O)C1=C(CS(=O)(=O)c2ccccc2)NC(=O)NC1c1cc(OC)c(O)c(OC)c1 (stereo not drawn)	-21	5	-0.2	6	23	-1	-1	-0.2	-7	-36	1
21	C[C@H](NC(=O)c1ccco1)C(=O)Nc1nc(-c2ccccn2)cs1	-10	.	1.8	10	2	11	13	-1.7	43	-8	13
22	O=c1[nH]cnc2c1C(c1ccccc1[N+](=O)[O-])c1c(nc[nH]c1=O)O2	-4	1	-0.2	21	6	24	-3	2.2	-8	8	6
23	COc1ccccc1CNc1nc(Nc2ccc(C)cc2C)c2sccc2n1	7	.	2.8	-9	-37	16	41	-1.8	75	59	.
24	CCOc1ccc(NC(=O)CN(C)C(=O)CC(NC(=O)c2ccccc2)c2ccccc2)cc1OCC (stereo not drawn)	-5	2	0.1	-2	15	17	-3	0.3	10	-19	9
25	C/C(=N\NC(N)=O)c1ccc(-n2ccnc2)cc1	-6	2	-0.3	1	-8	16	-1	0.0	-23	-32	22
26	CCOC(=O)CC(=O)c1sc2c(c1N)c(=O)[nH]c(=O)n2-c1ccc(OC)cc1	-13	3	-0.2	25	0	4	13	0.2	13	-20	3
27	CCOC(=O)C1CCN(c2ncnc3c2nnn3Cc2ccccc2Cl)CC1	-2	-1	1.0	30	-14	21	-8	1.0	15	-23	-4
28	CSc1ccc(/C=N/NC(=O)c2ccc(C)c(C)c2)cc1	8	0	0.1	-147	-19	-86	-7	-0.2	-33	-52	-20
29	S=c1[nH]nc(-c2cc(-c3ccco3)[nH]n2)n1-c1cccc2ccccc12	16	5	-0.2	-4	1	-2	-15	-3.1	-18	-4	-21
30	O=S(=O)(Nc1cccnc1)c1ccccc1	-11	2	-0.1	9	9	6	-10	-0.8	-1	-24	-13
31	CCOC(=O)C1CCCN(S(=O)(=O)c2ccc(-c3cc(C)no3)s2)C1 (stereo not drawn)	0	-2	0.0	-4	-11	-6	-14	-0.4	15	18	0
32	CCn1c(SCC(=O)Nc2cccnc2Cl)nnc1-c1ccccc1	2	-2	0.2	9	1	-2	-1	1.0	25	-16	3
33	O=C1NCCCC1(c1ccccc1)c1ccccc1	11	.	0.0	16	-22	5	-20	1.1	12	-16	.
34	CSCC[C@@H](Nc1nc(-c2ccccc2)nc2c1oc1ccccc12)C(=O)O	-8	-3	0.1	5	14	22	24	5.4	4	-7	16
35	CN(CC(=O)Nc1cccc(F)c1)C(=O)c1ccc(C(=O)c2ccccc2)cc1	-14	.	0.4	13	8	20	7	-0.3	-14	19	-2
36	OC(COc1ccc(Br)cc1)CN1CCOCC1 (stereo not drawn)	6	-1	0.2	3	-2	-15	-2	2.2	6	-9	-3
37	CCOC(=O)c1ccc(CNC(=O)Cn2nnc(-c3ccccc3F)n2)o1	6	0	-0.1	8	10	20	12	-0.5	-13	17	16
38	c1cncc(CNc2nc(N3CCOCC3)nc(N3CCOCC3)n2)c1	0	3	-0.1	15	17	-9	-43	-0.4	-2	-1	7
39	O=C(Nc1ccc(Br)cc1)N1CCCC(O)C1 (stereo not drawn)	6	1	0.3	-68	-16	-28	-11	-2.9	2	-9	-16
40	O=C(COC(=O)c1ccc([N+](=O)[O-])o1)NCc1ccc(F)cc1	0	.	0.4	0	21	1	10	1.2	-7	-9	29
41	CCCCCc1c(-c2ccc(Br)cc2)ncn1CCc1ccccc1OC	.	.	0.0	-19	.	.	2	0.4	.	-15	.
42	O=C(NC1CCCCC1)C(c1ccncc1)N(Cc1ccccc1)C(=O)c1ccc(-c2ccccc2)[nH]1 (stereo not drawn)	-50*	3	0.6	-32	38	14	2	0.4	34	-15	21
43	CCc1nc2c(=O)[nH]cnc2o1	7	.	0.1	8	2	-8	12	-1.4	7	-11	.
44	CCOC(=O)c1ccc[n+](CC(=O)c2ccccc2)c1	11	3	0.1	16	-1	11	-4	0.1	-6	-12	3
45	O=C(N/N=C/c1ccco1)c1ccc(NC(=O)C2CCCCC2)cc1	-12	.	0.0	0	-6	16	-17	0.5	2	-15	-5

Gathered by group, the entries above containing a furan ring, fused or not (6)
No.	Molecule	KKLEB tox	NR2E3 ag-1	aDG glyco act	HIF-2a inh	CF NFkB inh	Peg3 prom inh	TWEAK Fn14 block	iPSC survival up	Shn3 inh set2	NR2E3 ag-2	TRPM1 prom inh
21	C[C@H](NC(=O)c1ccco1)C(=O)Nc1nc(-c2ccccn2)cs1	-10	.	1.8	10	2	11	13	-1.7	43	-8	13
29	S=c1[nH]nc(-c2cc(-c3ccco3)[nH]n2)n1-c1cccc2ccccc12	16	5	-0.2	-4	1	-2	-15	-3.1	-18	-4	-21
34	CSCC[C@@H](Nc1nc(-c2ccccc2)nc2c1oc1ccccc12)C(=O)O	-8	-3	0.1	5	14	22	24	5.4	4	-7	16
37	CCOC(=O)c1ccc(CNC(=O)Cn2nnc(-c3ccccc3F)n2)o1	6	0	-0.1	8	10	20	12	-0.5	-13	17	16
40	O=C(COC(=O)c1ccc([N+](=O)[O-])o1)NCc1ccc(F)cc1	0	.	0.4	0	21	1	10	1.2	-7	-9	29
45	O=C(N/N=C/c1ccco1)c1ccc(NC(=O)C2CCCCC2)cc1	-12	.	0.0	0	-6	16	-17	0.5	2	-15	-5

Compound activity: PubChem BioAssay, several laboratories
